Hsp70 displacement: Hsp70 inhibitors, probe displacement, primary screen, biochemical, fluorescence polarization (AID 583); Heat shock 70 kDa protein 1A (Homo sapiens); Hsp70 fluorescence polarization probe displacement, mP; higher % means a stronger effect; one-dose displacement, % at 20 µM; IC50 in µM for titrated hits; actives 0.06% (n = 140,000); in the data active = displacement above about 50%;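 note: plate controls were vehicle for no effect and reference ligand for full effect; a part of the inactive calls stands beside numbers as strong as those of hits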
Rat MKP-3 inhibitors: MKP-3 phosphatase inhibitors, primary screen, biochemical, rat enzyme, in vitro (AID 425); recombinant MKP-3 phosphatase activity, fluorescence; higher % means a stronger effect; inhibition, % at 20 µM; hits with a dose series show IC50 in µM; actives 0.17% (n = 110,000); in the data active = inhibition above about 50%;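 note: plate controls were vehicle for no effect and reference inhibitor for full effect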
An asterisk follows results filed as active; . = not tested or not shown; & = joins results of further samples.

Second line of a record – Hsp70 displacement, Rat MKP-3 inhibitors
O=C(Nc1ccc(Br)cn1)c1cccc(Cl)c1Cl
→ 3.8%, 2%
CCOC(=O)CSc1nc2ccc(S(=O)(=O)N3CCOCC3)cc2[nH]1
→ -0.9%, .
CCOc1ccccc1NC(=O)c1cc(C(=O)O)ccc1C(=O)O
→ 0.7%, -2%
O=C(CSc1nncn1-c1ccccc1)NCc1cccs1
→ -6.2%, .
CC(C)(C)NC(=O)C(Cc1ccccc1)NS(=O)(=O)c1cccc2nsnc12 (stereo not drawn)
→ -2.4%, -6%
Cc1ccc2cccc(O)c2[n+]1[O-]
→ -3.8%, -2%
Cc1ccc(N2CC(C(=O)Nc3ccc(S(=O)(=O)N4CCOCC4)cc3)CC2=O)cc1 (stereo not drawn)
→ -2.3%, -3%
O=C1CCCN1CCCNc1ccc(S(=O)(=O)N2CCCCC2)cn1
→ -2.9%, -6%
CC(=O)Nc1cccc(NC(=O)CCCC(=O)O)c1
→ 3.0%, -12%
C=CCn1c(=O)c2ccccc2n2c(SCc3nc4ccccc4s3)nnc12
→ 2.0%, .
Cc1oc2ccc(OCC(N)=O)cc2c1C(=O)OC(C)C
→ 2.3%, 5%
NC(=O)c1cn(-c2ccccc2)nc1-c1cc2ccccc2oc1=O
→ -2.2%, .
NC(CC(=O)O)c1ccccc1 (stereo not drawn)
→ 0.0%, 1%
CCCCC(=O)Nc1nnc(SCC(=O)NC2CCCC2)s1
→ 2.9%, .
CCSC1=C(C#N)C(CC(C)C)C2=C(CCCC2=O)N1 (stereo not drawn)
→ -1.2%, 2%
COC(=O)C1=C(C)NC(=O)C1(NC(=O)c1cccnc1)C(F)(F)F (stereo not drawn)
→ -2.3%, -4%
COc1ccc(C2NC(=O)NC(C)=C2C(=O)OCc2ccc3c(c2)OCO3)cc1OC (stereo not drawn)
→ 1.7%, .
O=C(C1CCN(S(=O)(=O)c2ccc3ccccc3c2)CC1)N1CCN(c2ncccn2)CC1
→ -0.2%, -5%
Cc1csc2nc(CNS(=O)(=O)c3ccc(-c4ccccc4)cc3)cn12
→ 0.2%, -4%
CSc1nn(CCc2ccncc2)c(=S)s1
→ -0.5%, -4%
Cc1ccc(/C=C2\C(=O)NC(=S)N(c3ccc(Br)cc3C)C2=O)o1
→ -16%, 46%
O=C(NC(=S)Nc1ccccc1[N+](=O)[O-])c1ccccc1Cl
→ -1.1%, 1%
c1cnc(Oc2ccc3oc4ccccc4c3c2)nc1
→ -0.5%, 3%
c1ccc(CCc2nn3c(Cn4cnc5ccccc54)nnc3s2)cc1
→ -2.1%, -6%
CCn1c(C)c2c([n+]1CC)CC(C)(C)CC2=O
→ 0.2%, .
Cc1ccc(C(=O)NCC(=O)c2ccc(Br)cc2)cc1
→ 2.9%, -1%
COc1ccc(CNC(=O)c2ccc(Cl)cc2)cc1
→ -0.2%, 0%
COc1ccc(CC(=O)Nc2sc3c(c2C(=O)Nc2ccccc2C)CCCC3)cc1
→ -1.7%, 4%
Cc1ccc(N2C(=O)CC(NCC3CCCO3)C2=O)cc1 (stereo not drawn)
→ 1.7%, -3%
COc1ccc(N2C(=O)c3ccccc3NC2c2ccc(OC)cc2OC)cc1 (stereo not drawn)
→ -5.1%, 0%
C=CCN=C1CC(C)(C)CC(=O)/C1=C(/O)CCC(=O)OC
→ -0.1%, 2%
COc1ccc(NC(=O)Cc2cccs2)c(OC)c1
→ -2.9%, -1%
O=C(CCn1c(=O)oc2ccccc21)NCc1cccs1
→ -1.1%, .
COc1cc(C(=O)NC(NC(=S)Nc2cccc(C)c2)C(Cl)(Cl)Cl)cc(OC)c1OC (stereo not drawn)
→ 5.0%, -2%
CCCc1cc(C(=O)NCc2ccco2)no1
→ -1.5%, 0%
O=C(Nc1nc(-c2ccco2)cs1)c1ccccc1
→ 0.2%&0.7%, 1%&0%
CC(=O)Nc1ccccc1OCC(=O)c1cc(C)n(Cc2cccs2)c1C
→ 4.3%, -5%
CC1OC2C(OC1C)N(S(C)(=O)=O)CCN2S(C)(=O)=O (stereo not drawn)
→ 2.2%, 2%
O=C(c1ccco1)N1CCN(S(=O)(=O)c2ccc(Cl)s2)CC1
→ -2.0%, .
O=C(CN1C(=O)C2CC=CCC2C1=O)Nc1ccc(-c2nnc3n2CCCCC3)cc1 (stereo not drawn)
→ 2.8%, 4%
CC(C)(C)C(=O)Nc1ccc(Oc2ccc3c(c2)C(=O)N(c2ccc(O)cc2)C3=O)cc1
→ -2.8%, .
CCCc1nc2oc3c(NCC4CCCO4)ncnc3c2c2c1COC(C)(C)C2 (stereo not drawn)
→ 1.2%, -2%
NC(=O)c1oc2ccc(Cl)cc2c1N
→ 0.5%, -5%
COc1cc(C=C2C(=O)NC(=S)NC2=O)ccc1OS(=O)(=O)c1ccccc1
→ 2.3%, 3%
O=C(NC(C(=O)c1ccccc1)n1ccc(=O)[nH]c1=O)c1ccccc1 (stereo not drawn)
→ 2.9%, -7%
CC(C)(C)NC(=O)/C=N/O
→ -3.8%, -3%
CC1(C)CC(=O)C(C=NCCN2CCNC2=O)=C(O)C1
→ ., -4%
OC(c1ccc(Cl)cc1Cl)C(Cc1cccnc1)n1cncn1 (stereo not drawn)
→ -3.3%, -10%
COc1ccc(S(=O)(=O)NCc2ccco2)c2ccccc12
→ 1.1%, -1%
CC1=C(C(=O)Nc2ccccc2)C(c2ccc(Br)cc2)NC(=O)N1 (stereo not drawn)
→ -1.4%, 4%
CC(c1ccccc1F)n1cc(C(=O)NCc2ccncc2)nn1 (stereo not drawn)
→ -4.6%, 4%
COc1ccc(Br)cc1/C=C/C(=O)Nc1ccc(OC(F)(F)F)cc1
→ 9.2%, 0%
COc1cc(C2C(C#N)=C(N)Oc3n[nH]c(-c4ccncc4)c32)cc(OC)c1OC (stereo not drawn)
→ 1.6%, -4%
Cc1cc2ncn(CC(O)COc3cccc(C(=O)O)c3)c2cc1C (stereo not drawn)
→ 3.3%, 0%
COC(=O)c1cccc(S(=O)(=O)N2CCOCC2)c1
→ 3.3%&-3.5%, 2%
CCOC(=O)C1=C(C)NC(C)=C(C(=O)OC)C1c1ccco1 (stereo not drawn)
→ 3.3%, -4%
Oc1cc(NCc2cccnc2)ccc1-c1nc2ccccc2o1
→ 3.5%, 1%
COc1ccc(Cc2cnc(NC(=O)c3cccc([N+](=O)[O-])c3)s2)cc1
→ -2.5%, 2%
COc1ccc(OC)c(NC(=O)CSC2=NCCS2)c1
→ 5.7%, -3%
CNc1nc(C)c(C(=O)OCC(=O)OC)s1
→ -5.0%, -14%

(further entries)
Second line of a record – Hsp70 displacement, Rat MKP-3 inhibitors
CCOC(=O)N(Cc1ccccc1)C(C(=O)O)C(C(=O)O)N(Cc1ccccc1)C(=O)OCC (stereo not drawn)
→ 5.0%&1.2%, -7%&3%
CC12CCC(C(=O)NCc3cccnc3)(OC1=O)C2(C)C (stereo not drawn)
→ 3.6%, -5%
CC(O)c1nc2ccccc2n1Cc1ccc2ccccc2c1 (stereo not drawn)
→ -0.9%, 6%
C=CCSc1nc(N)c(C(=O)Nc2ccccc2C)cc1C(N)=O
→ 2.1%, -6%
O=C(c1coc(=O)c(Br)c1)N1CCOCC1
→ 7.3%, 13%
COc1ccc(NC(=O)c2cc(C(C)C)on2)cc1OC
→ 0.6%, 0%
CC(C)COC(=O)NCCCOC(=O)Nc1ccccc1
→ 1.9%, -5%
COc1ccccc1-c1c(C)nn2c(N3CCN(c4ccccc4OC)CC3)cc(C)nc12
→ -0.7%, -8%
CCCCN1C=C(C(=O)OC)C(c2ccccc2C(F)(F)F)C(C(=O)OC)=C1
→ 4.2%, .
CC(C)N(Cc1cc2ccccc2[nH]c1=O)C(=O)C1CCCCC1
→ -5.1%, 4%
CC(C)C[C@H](NC(=O)Nc1cccc(Cl)c1)C(=O)O
→ -0.7%, -6%
O=C(/C=C/c1ccco1)Nc1ccccc1NC(=O)/C=C/c1ccco1
→ 3.5%, 5%
N#Cc1nc(-c2ccc(OCc3ccccc3)cc2)oc1N1CCOCC1
→ -2.2%, -10%
CCOC(=O)COc1cc2c(C(=O)OCC)c(C)oc2cc1Br
→ 3.0%, -8%
CCOC(=O)C1=C(C)N=c2s/c(=C/c3cccc([N+](=O)[O-])c3)c(=O)n2C1c1ccccc1Cl (stereo not drawn)
→ 2.6%, 0%
COc1ccc(NC(=O)C(=O)NCCN2CCN(S(=O)(=O)c3ccc4ccccc4c3)CC2)cc1
→ 1.2%, 0%
C=CCN1C(=O)/C(=C\c2cc3c(cc2[N+](=O)[O-])OCO3)SC1=S
→ 6.8%, 124%*
COC(=O)C1=C(C)N=c2s/c(=C/c3ccc(OC(C)=O)cc3)c(=O)n2C1c1ccc(OC(C)=O)cc1 (stereo not drawn)
→ -4.1%, 2%
NN1C(=O)/C(=C/c2ccc(Cl)cc2)N=C1c1ccccc1
→ -2.3%, 0%
CCOC(=O)C1=C(C)N=c2s/c(=C\c3ccc(N4CCOCC4)o3)c(=O)n2C1c1ccc(SC)cc1 (stereo not drawn)
→ -30%, 1%
CCOc1ccc2nc(NC(=O)C(CC)Sc3nc(C)cc(=O)[nH]3)sc2c1 (stereo not drawn)
→ -1.1%, 0%
CC(C)Cn1c(SCC(=O)N2CCN(S(=O)(=O)c3ccccc3)CC2)nc2ccccc21
→ -1.7%, -14%
COc1ccc(Cl)cc1C(=O)Nc1nc2ccc(S(C)(=O)=O)cc2s1
→ 0.9%, 4%
CCCCC(=O)OCCNC(=O)c1cc2ccccc2oc1=O
→ 4.2%, -9%
O=C1OC(c2ccccc2)=C/C1=C/c1ccc(-c2ccc([N+](=O)[O-])cc2Br)o1
→ -8.8%, 2%
CC1(C)Cc2ccccc2-c2nnnn21
→ 2.0%&0.2%, -14%&0%
CCN1CCCC1CNC(=O)c1cc2c(-c3cccc(OC)c3)nn(C)c2s1 (stereo not drawn)
→ -1.3%, 10%
Cc1oc2ccccc2c1-c1cn2c(n1)SCC2
→ 6.5%, 0%
COc1ccccc1C(OC(=O)c1cccs1)C(=O)NCc1ccco1 (stereo not drawn)
→ -0.3%, -9%
COc1ccc2c(c1)CCC1=C2NC(=S)NC1c1ccc(N(C)C)cc1 (stereo not drawn)
→ 2.3%, 0%
Cc1ccccc1OCc1nc(-c2ccc([N+](=O)[O-])cc2)no1
→ 0.2%, 0%
CCN(CC)C(=O)CSc1nc2ccccc2s1
→ -0.3%, 1%
CC/C(=N\NS(C)(=O)=O)c1ccccc1
→ -0.2%, .
O=C(OCC(=O)N1CCN(C(=O)c2ccco2)CC1)c1cc(-c2ccccc2)nc2ccccc12
→ -1.2%, -10%
COc1ccc(Br)cc1/C=N/NC(=O)C(C)Sc1nc(C)cc(C)n1 (stereo not drawn)
→ 4.3%, 0%
CCc1c(C)nc2cc(-c3cc(OC)cc(OC)c3)nn2c1N1CCN(CCN2CCOCC2)CC1
→ -5.2%, .
O=C(NCCN1CCOCC1)C(c1ccccc1)c1ccccc1
→ -4.4%, 0%
Cc1cc(C=C2C(=O)N(C)C(=O)N(C)C2=O)c(C)n1C
→ 0.2%, 0%
O=[N+]([O-])c1cccc2c1NC(c1ccc(F)cc1)C1CC=CC21 (stereo not drawn)
→ 3.7%, 0%
COc1cc(/C=N/NC(=O)C(=O)N2CCCCCC2)ccc1O
→ 3.8%, 1%

Six entries out of the list, sorted by heavy-atom count, ascending.
Second line of a record – Hsp70 displacement, Rat MKP-3 inhibitors
CC1(C)Cc2ccccc2-c2nnnn21
→ 2.0%&0.2%, -14%&0%
Cc1cc(C=C2C(=O)N(C)C(=O)N(C)C2=O)c(C)n1C
→ 0.2%, 0%
O=C(NCCN1CCOCC1)C(c1ccccc1)c1ccccc1
→ -4.4%, 0%
COc1ccc(Cl)cc1C(=O)Nc1nc2ccc(S(C)(=O)=O)cc2s1
→ 0.9%, 4%
CCOc1ccc2nc(NC(=O)C(CC)Sc3nc(C)cc(=O)[nH]3)sc2c1 (stereo not drawn)
→ -1.1%, 0%
CCc1c(C)nc2cc(-c3cc(OC)cc(OC)c3)nn2c1N1CCN(CCN2CCOCC2)CC1
→ -5.2%, .

Next records
Second line of a record – Hsp70 displacement, Rat MKP-3 inhibitors
O=C(Nc1ccc(OC(F)F)c(Cl)c1)Nc1ccc2c(c1)OCO2
→ -2.7%, -9%
CC1(C)CC(=O)C2=C(C1)Nc1nc(SCCN3CCOCC3)[nH]c(=O)c1C2c1cccs1 (stereo not drawn)
→ 4.7%, -14%
O=C(/C=C/c1ccco1)c1c(-c2ccccc2)c2cc(Cl)ccc2[nH]c1=O
→ 2.3%, 6%
CCCCOC(=O)Nc1nc2ccccc2s1
→ 1.9%, .
Cc1nn(CC(=O)NCCN2CCOCC2)c(C)c1[N+](=O)[O-]
→ -0.7%, 0%
COc1ccc(S(=O)(=O)n2cnc3cc(C)c(C)cc32)cc1C
→ 0.8%, 11%
c1ccc(-c2nc3ccccn3c2NCc2ccc3c(c2)OCO3)cc1
→ -2.0%, .
Cc1ccc2nc3c(cc(C#N)c(=O)n3CC3CCCO3)c(=O)n2c1 (stereo not drawn)
→ 7.6%, -1%
O=C(CSc1ncnc2ccccc12)N1CCN(c2ccccc2)CC1
→ -5.2%, -6%
COc1ccc(NC(=O)c2cc3cc(OC)ccc3oc2=N)cc1
→ 2.8%, -6%
CCNS(=O)(=O)c1ccc(NC(=O)c2ccccc2)cc1
→ 5.2%, .

Laid out differently: entries from further up
Hsp70 displacement	Rat MKP-3 inhibitors	Structure
0.8%	11%	COc1ccc(S(=O)(=O)n2cnc3cc(C)c(C)cc32)cc1C
-2.0%	.	c1ccc(-c2nc3ccccn3c2NCc2ccc3c(c2)OCO3)cc1
7.6%	-1%	Cc1ccc2nc3c(cc(C#N)c(=O)n3CC3CCCO3)c(=O)n2c1 (stereo not drawn)
-5.2%	-6%	O=C(CSc1ncnc2ccccc12)N1CCN(c2ccccc2)CC1

Screens from PubChem BioAssay.

Only part of the results is shown; count on the stated rates, not on these rows.
